High-throughput results from PubChem BioAssay.
PKM2 act: PKM2 (human) enzyme activation; P14618; purified PKM2, Kinase-Glo ATP luminescence, activation; response scale: 0% is enzyme alone, no compound; Potency, µM (titrated, usually from 57.5 µM), without a hit: top-dose activation, most hits filed as activators; 0.34% of 260,000 active; note: potency is the fitted concentration of half-maximal effect; % is set by controls: 0 for no effect and ±100 for the full control effect; nearly all actives have a fitted effect of over 55% in size
Target sequence (P14618 whole entry, looked up): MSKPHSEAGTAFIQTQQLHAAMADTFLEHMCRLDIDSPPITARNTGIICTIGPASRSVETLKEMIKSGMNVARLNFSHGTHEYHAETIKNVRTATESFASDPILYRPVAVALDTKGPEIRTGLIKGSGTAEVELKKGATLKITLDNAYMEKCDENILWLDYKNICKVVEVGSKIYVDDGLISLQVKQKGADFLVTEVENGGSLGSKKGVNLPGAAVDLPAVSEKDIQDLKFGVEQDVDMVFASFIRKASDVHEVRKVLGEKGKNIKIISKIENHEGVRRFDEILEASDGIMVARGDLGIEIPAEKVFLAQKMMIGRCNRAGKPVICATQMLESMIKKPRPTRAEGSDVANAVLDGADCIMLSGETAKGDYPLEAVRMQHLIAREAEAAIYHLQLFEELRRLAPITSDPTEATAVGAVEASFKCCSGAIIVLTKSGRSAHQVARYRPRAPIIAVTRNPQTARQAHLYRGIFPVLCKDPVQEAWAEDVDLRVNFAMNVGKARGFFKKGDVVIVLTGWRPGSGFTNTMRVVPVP
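hPK-M2, >95% pure; 0.1 mM ADP / 0.5 mM PEP final; imidazole pH7.2 buffer w/ 7 mM MgCl2, 50 mM KCl; 1 h RT; Kinase-Glo lum. Intermediate enzyme activity for dual inhibitor/activator qHTS.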
FLuc counter: inhibits or activates purified firefly luciferase, miR-21 counter-screen. AID 588342. Potency, µM (top dose mostly 57.5 µM), without a hit: at the highest dose activity change, negative = inhibition, actives largely listed as inhibitors. purified FLuc, Km substrates, luminescence inhibition. P08659. 6.9% of 360,000 active;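 note: potency is the fitted concentration of half-maximal effect; plate controls were vehicle for no effect and reference inhibitor for full effect; nearly all actives have a fitted effect of over 55% in size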
Target sequence (P08659 whole entry, looked up): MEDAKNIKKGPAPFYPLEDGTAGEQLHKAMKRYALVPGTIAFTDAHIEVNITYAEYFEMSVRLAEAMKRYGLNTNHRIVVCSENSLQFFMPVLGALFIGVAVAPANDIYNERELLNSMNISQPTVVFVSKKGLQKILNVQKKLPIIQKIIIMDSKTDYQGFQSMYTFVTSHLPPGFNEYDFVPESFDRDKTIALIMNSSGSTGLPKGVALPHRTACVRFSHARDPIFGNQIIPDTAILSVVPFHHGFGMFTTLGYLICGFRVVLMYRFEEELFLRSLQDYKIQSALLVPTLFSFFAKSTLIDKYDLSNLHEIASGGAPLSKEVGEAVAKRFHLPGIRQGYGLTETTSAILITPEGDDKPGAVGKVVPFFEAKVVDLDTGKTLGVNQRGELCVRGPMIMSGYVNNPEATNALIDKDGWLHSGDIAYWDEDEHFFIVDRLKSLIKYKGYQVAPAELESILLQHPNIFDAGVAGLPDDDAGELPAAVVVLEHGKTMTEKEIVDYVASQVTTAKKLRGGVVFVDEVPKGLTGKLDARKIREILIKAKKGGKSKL
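Purified P. pyralis luciferase (10nM final) with 10uM D-luciferin and 10uM ATP (Km levels) in 50mM Tris acetate pH 7.5, 10mM Mg acetate, 0.01% Tween-20, 0.05% BSA; qHTS 6-point titration, ~60 µM downward; luminescence read.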
RORg inh: ROR gamma (mouse) transcription inhibition; P51450; Drosophila S2 Gal4-RORgamma UAS-luciferase reporter, 20 h; 5.4% of 310,000 active; AID 2551; Potency, µM (doses to about 53.6 µM), without a hit: at the top dose activity change, negative = inhibition, usual class: inhibitors; note: potency is the fitted concentration of half-maximal effect; % is set by controls: 0 for no effect and ±100 for the full control effect; nearly all actives have a fitted effect of over 60% in size
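Compounds are pin-transferred onto Drosophila Schneider cells expressing a copper-inducible Gal4–ROR gamma transactivation domain fusion. After 1 hr, copper sulfate is added to 700 uM final; luciferase is read 20 hr later.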
Menin MLL FP TR: menin-MLL binding inhibition, Texas Red mutant peptide; O00255; Menin + Texas Red MLL mutant peptide, fluorescence polarization; Potency, µM (highest dose often 61.6 µM), without a hit: at the top dose FP activity change, negative = inhibition, actives largely listed as inhibitors; 0.23% of 270,000 active; AID 1768; active = well fitted inhibition curve with a large enough effect in the polarisation, with a control signal flat, not every such curve was filed as active; inconclusive = small, poorly fitted or top-dose-only effect, or effect the other way, or a change in a side signal; inactive = no such curve, though single readings can be large or run the other way; the % refers to the polarisation; note: potency is the fitted concentration of half-maximal effect; % of control where 0% means no effect; many of its hits are not listed in these tables
ELG1 genotoxic: genotoxicity induction in ELG1-luciferase HEK293T cells; HEK293T ELG1-luciferase reporter, luminescence, 16 h; Potency, µM (top dose mostly 46 µM), for inactives: at the highest dose activity change, positive = activation, hits mostly activators; 1.3% of 330,000 active; AID 504466; note: potency is the fitted concentration of half-maximal effect; % of control where 0% means no effect; nearly all actives have a fitted effect of over 60% in size
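Luminescence read-out: rising ELG1-luciferase signal, reflecting elevated ELG1 protein under genetic stress, flags genotoxic compounds. Cells were treated for 16 hr at 37 °C before ONE-Glo detection.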
NPC1 prom act: NPC1 promoter activation | Huh7 NPC1 promoter luciferase reporter, 24 h | Potency, µM (series often up to 9.22 µM), for the others: top-dose activation, actives largely listed as activators | 2.4% of 320,000 active;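 note: potency is the fitted concentration of half-maximal effect; % of control where 0% means no effect; nearly all actives have a fitted effect of over 60% in size; reporter is driven by a mutant NPC1 promoter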
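Luminescence read-out of NPC1 promoter-driven luciferase in stably transfected Huh7 cells; compounds delivered in DMSO and left 24 h at 37C, 5% CO2, qHTS titration format.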
Rab9 promoter act: activators of Rab9 promoter. Huh7 Rab9 promoter-luciferase reporter, luminescence, 24 h. Potency, µM (titrated, usually from 9.22 µM), without a hit: top-dose activation, negative = inhibition, actives largely listed as activators. 2.8% of 320,000 active; note: potency is the fitted concentration of half-maximal effect; % of control where 0% means no effect; nearly all actives have a fitted effect of over 60% in size
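Steps: seed 1500 Huh7 Rab9-luc cells per well, rest 2 h at 37 °C; add compound in DMSO; incubate 24 h; add luciferase reagent, 10 min ambient; read luminescence.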
Giardia kill: Giardia lamblia killing | Giardia lamblia trophozoite viability | activity change, % at 7.66 µM, hits read low | 0.15% of 340,000 active; in the data active = activity change below about -80%; inconclusive = between about -30% and that limit;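 note: parasites exposed to compound for two days anaerobically before the ATP read; % is set by controls: 0 for no effect and ±100 for the full control effect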
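Each well holds 100 Giardia trophozoites and compound. After two days (48 hrs) at 37 deg C in anaerobic conditions, ATP is quantified by luminescence.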
p53 reactivation: re-activators of mutant p53. H1299 p53-A138V BP100-luciferase reporter, luminescence, 24 h. Potency, µM (highest dose often 92.2 µM), inactives show top-dose activity change, positive = activation, most hits filed as activators. 0.063% of 320,000 active. AID 504706; note: potency is the fitted concentration of half-maximal effect; % of control where 0% means no effect; nearly all actives have a fitted effect of over 45% in size
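H1299 (p53-null), stable ts p53-A138V + BP100-Luc; 1000 cells/well, Opti-MEM/10% FBS; cpd 4 pt, 1:5; 24 h, 37 deg C, 5% CO2; detection reagent 10 min RT; luminescence.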
BRCA1 expr up: BRCA1 expression activation | Potency, µM (titrated, usually from 46.1 µM), inactives show top-dose activation, usual class: activators | 1.1% of 380,000 active | MCF7-BRCA1-FFLuc reporter, luminescence, 48 h; response scale: scaled: vehicle 0%, 10 µM genistein 100%; note: potency is the fitted concentration of half-maximal effect; nearly all actives have a fitted effect of over 80% in size; some results filed as inactive show a strong effect at the top dose
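Reporter cells (MCF7, BRCA1 promoter-firefly luciferase) received library compounds across a concentration series for 48 h. End-point luminescence was measured and concentration-effect curves derived after normalization.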
Gal4-VP16 FLuc: counter-screen for ROR gamma inhibitors: Gal4-VP16 reporter. 3.5% of 310,000 active. Drosophila S2 Gal4-VP16 UAS-luciferase, luminescence, 20 h. Potency, µM (doses to about 53.6 µM), without a hit: at the highest dose activity, negative = inhibition, usual class: inhibitors. AID 2546;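 note: Gal4-VP16 expression switched on by copper sulfate through the metallothionein promoter; potency is the fitted concentration of half-maximal effect; % is set by controls: 0 for no effect and ±100 for the full control effect; nearly all actives have a fitted effect of over 50% in size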
The depositor's hits bear a star; ? = inconclusive; . = not tested or not shown; & = joins results of further samples; [ ] = another dose, or the depositor's remark. Unless noted, calls come from the whole dose curve; as a rule, active = well fitted curve in the direction sought with a large enough effect; inconclusive = small, poorly fitted or top-dose-only effect, or another doubt; inactive = no such curve, though single readings can be large; an effect the other way counts as inactive or inconclusive. The list is partial. The share of hits here may be higher or lower than overall.

SMILES	PKM2 act	FLuc counter	RORg inh	Menin MLL FP TR	ELG1 genotoxic	NPC1 prom act	Rab9 promoter act	Giardia kill	p53 reactivation	BRCA1 expr up	Gal4-VP16 FLuc
CC(=O)N1CCN(CC(=O)c2ccc(Br)cc2)CC1	4.9%	-1.1%	-0.9%	10.9%	4.2%	-2.8%	1.7%	-12.1	-2.5%	-1.8%	?
Cc1cccc(N2CCN(C(=O)Cn3nc(C)n4cccc4c3=O)CC2C)c1 (configuration not stated)	-0.2%	1.1%&-18.6%	-13.8%	-6.2%	-6.3%	4.6%	-0.4%	8.0	.	15.7%	0.9%
CCCC(=O)C1=C(N(C)c2ccccc2)CC(C)(C)C(C(=O)OC)C1=O (configuration not stated)	-2.9%	3.0%	-1.0%[0.365 µM]	-0.3%	-5.2%	0.6%	-6.3%	16.6	5.4%	9.4%	.
COc1ccc(NC(=O)Nc2c[nH]c(=O)[nH]c2=O)cc1	.	5.7%	-4.1%	-8.5%	-3.5%	-5.0%	2.2%	9.7	0.5%	-13.4%	0.8%
CCOc1ccc(NS(=O)(=O)c2ccc(C(=O)N3CCN(C(C)=O)CC3)cc2)cc1	2.6%	5.2%	?	.	-12.3%	-0.8%	2.4%	-7.7	-26.7%	0.7%	20µM*
Cc1ccc(C(=O)Cc2ccccc2)o1	.	-0.1%	.	.	9.9%	-3.1%	-5.6%	-19.4	9.7%	11.7%	.
O=C1Nc2cc(Cl)c(Cl)cc2N(O)N1c1ccc(Cl)c(Cl)c1	-1.8%	?	-3.5%	42.6%[activator]	-0.3%	9.9%	7.0%	-8.0	-4.6%	-2.0%	-0.9%
CCOc1cc(NS(=O)(=O)c2ccccc2)c(OCC)cc1NC(=O)c1ccco1	0.0%	-1.7%	-18.1%	-3.8%	-2.0%	-0.3%	-7.5%	7.4	-6.3%	-45.4%	18.9%
COC(=O)C(C)Sc1ncnc2c1c(-c1ccccc1)cn2-c1ccc(OC)cc1 (configuration not stated)	0.9%	-2.2%	?	1.0%	-7.7%	-1.0%	-1.7%	17.6	-23.6%	3.2%	2.2%
CCOC(=O)c1cc(NC(=O)c2cccnc2)ccc1N1CCOCC1	-2.2%	-10.8%	4.7%	15.3%	-0.4%	-3.6%	-16.7%	2.4	-0.8%	-25.1%	-3.6%
Fc1ccc(NC(=S)NC2CCN(Cc3ccccc3)CC2)cc1	-0.2%	1.1%	?	-1.3%	-9.1%	-6.5%	-6.0%	1.6	2.5%	-27.3%	-8.1%
Cc1cc([N+](=O)[O-])ccc1NC(=O)CN1CCN(Cc2ccccc2)CC1	1.2%[11.5 µM]	0.5%	37.4%	-11.8%	-5.9%	-4.3%	11.3%	9.1	-17.3%	0.7%	-1.7%
N/C(=N\OC(=O)COc1ccc2ccccc2c1)c1ccccn1	-0.6%	?	?	35.0%[activator]	5.7%	13.0%	21.8%	5.4	7.8%	?	-85.0%
COc1ccc(S(=O)(=O)NC2CCN(Cc3ccccc3)CC2)cc1NC(C)=O	.	3.0%	.	.	2.7%	0.4%	-3.8%	-17.5	2.2%	-4.7%	.
CCn1c(COc2ccc(=O)n(-c3ccccc3)n2)nnc1SCc1cccc(OC)c1	-0.6%	3.7%	-6.4%	2.7%	0.9%	2.2%	1.2%	12.6	7.7%	5.0%	-3.7%
O=S(=O)(Nc1ccc(-c2ccc(N3CCOCC3)nn2)cc1)c1ccc(Cl)c(Cl)c1	.	23.9µM*	.	.	-4.9%	-4.2%	0.8%	25.0	-5.4%	-52.2%	.
COc1ccc(CNC(=O)C(C)n2ccc3cc(S(=O)(=O)N4CCCCCC4)ccc32)cc1 (configuration not stated)	-4.5%[0.46 µM]	0.5%	22.1%	20.8%	-8.9%	-1.9%	-4.3%	?	-16.0%	-32.4%	1.0%
CCn1c(SCC(=O)N/N=C/c2ccccc2OCC(=O)O)nnc1-c1ccc(OC)cc1	1.0%	-16.6%	17.6%	12.1%	3.4%	-1.9%	4.6%	-12.4	-1.9%	1.1%	1.7%
COCCn1c(SCC(=O)N2CC(=O)Nc3ccccc32)nnc1-c1ccoc1C	4.5%	2.9%	-53.7%	-11.8%	1.2%	-0.4%	-0.6%	0.1	-5.6%	-1.6%	4.5%
CCN(CC)C(=O)C1CCCN(Cc2nc(-c3cnccn3)no2)C1 (configuration not stated)	-2.1%	1.2%	13.9%	-6.3%	1.2%	-0.6%	1.8%	-13.9	0.4%	5.6%	-7.7%
O=C(CCSc1ccc(F)cc1)NNC(=O)c1ccc([N+](=O)[O-])cc1	.	-2.7%	.	.	-0.7%	-1.7%	11.7%	7.8	6.2%	-4.1%	.
Cc1ccc(Nc2nc(N)nc(CN3CCN(Cc4ccc5c(c4)OCO5)CC3)n2)cc1C	-0.2%	-12.7%	?	-10.4%	-9.0%	-9.7%	-17.5%	42.7[activator]	-6.7%	-34.7%	1.1%
CCCOc1ccc(C(=O)N2CCN(Cc3ccc4c(c3)OCO4)CC2)cc1	-1.1%	-0.3%	-18.1%	.	-10.1%	-2.4%	2.3%	9.4	-7.6%	-28.7%	-6.0%
O=C(Nc1ccccc1N1CCOCC1)c1cccc(NS(=O)(=O)c2ccc(F)c(F)c2)c1	9.0%	-12.9%	13.1%	19.5%	-7.0%	-3.8%	-4.0%	11.2	1.0%	-30.9%	-10.8%
CCc1cc2cccc(C)c2nc1SCC(=O)NNC(=O)c1ccco1	13.7%	3.6%	-33.4%	0.1%	-5.1%	-1.6%	2.4%	-1.8	-4.4%	-2.7%	-1.8%
CCOC(=O)c1ccc(CS(=O)c2ccc(Cl)cc2)o1 (configuration not stated)	4.2%	2.9%	17.1%	3.7%	-5.4%	-1.2%	-0.2%	-9.6	21.1%	18.0%	-1.5%
Cc1noc(C)c1C(=O)Nc1nc2ccccc2s1	.	16.9µM*	.	.	?	19.2%	?	15.9	?	6.31µM*	.
Cc1ccc(N(C(C)C(=O)Nc2ccc3c(c2)OCO3)S(C)(=O)=O)cc1 (configuration not stated)	-4.2%	-4.8%	32.5%	-1.4%	-10.2%	4.4%	10.1%	-10.9	8.8%	0.3%	-5.2%
O=C(NC(=S)NCc1nc2ccccc2[nH]1)c1ccccc1F	-1.0%	-26.6%	-31.7%	10.7%	?	29.5%	?	3.7	14.1%	?	1.5%
O=C(c1cc2ccccc2c(=O)o1)N1CCCc2ccccc21	-3.2%	-3.6%	25.0%	-0.6%	-1.7%	-2.0%	1.8%	-10.3	7.0%	-22.0%	7.7%
O=[N+]([O-])c1ccccc1S(=O)(=O)N1CCN(Cc2ccsc2)CC1	3.6%	-0.2%	2.2%	12.1%	-4.9%	-0.2%	-14.8%	-10.4	11.4%	6.8%	1.7%
Cc1ccc(-c2nnc3ccc(SC(C)C(=O)O)nn23)cc1 (configuration not stated)	-9.1%	4.6%	-13.6%	-29.6%	2.5%	-1.9%	-6.3%	-14.2	1.7%	-10.2%&-1.0%	-8.4%
C/C(=C\C(=O)c1cccnc1)Nc1ccc(O)cc1	2.0%	16.9µM*	12.6µM*	-16.8%	16.4µM*	?	?	-7.2	?	?	?
O=C(Nc1cc(Cl)cc(Cl)c1)c1cccnc1	2.1%	-5.5%	20.3%	12.5%	1.1%	-4.8%	-0.3%	4.0	-5.7%	-0.4%	-5.6%
COc1cccc(NC(=O)NCCc2ccc(Cl)cc2)c1	-7.4%	?	17.4%	28.9%	-7.6%	-2.3%	3.3%	0.7	0.6%	25.3%	-10.8%
O=C(/C=C/c1c(Cl)cccc1Cl)N1CCOCC1	-16.7%	-16.6%	-18.4%[1.91 µM]	0.6%	7.8%	3.1%	17.2%	-18.1	12.2%	44.1%	10.1%
CCc1ccc(C(=O)NN=C2CCCCCC2)s1	-4.6%	?	?	7.9%	1.1%	1.9%	7.9%	1.0	21.0%	-11.5%	-2.7%
CCN(CC)Cc1ccccn1	-13.2%	-0.4%	0.1%	.	-3.7%	2.8%	-0.2%	-8.8	-2.1%	-28.5%	3.7%
Cc1c(O)ccc(C(=O)CN2CCN(c3ccccc3F)CC2)c1O	.	-12.1%	10.5%	33.9%[activator]	-0.9%	10.4%	-2.0%	-10.7	16.5%	1.7%	-9.6%
Cc1ccc(CC2CC(=O)N(C(Cc3ccccc3)C(=O)O)C2=O)cc1 (configuration not stated)	-1.7%	-7.5%	6.3%	12.0%	2.6%	-1.8%	-5.0%	18.4	0.5%	0.0%	-16.1%
COc1ccc(/C=N\NC(=O)c2cc3c(ccc4ccccc43)o2)cc1O	.	12µM*	9.9%	.	-8.8%	-2.2%	-0.7%	4.5	-3.9%	-0.1%	1.6%
